High-throughput results (PubChem)
FLuc modulator: inhibits or activates purified firefly luciferase, miR-21 counter-screen | 6.9% of 360,000 active | P08659 | purified FLuc, Km substrates, luminescence inhibition | Potency, µM (highest dose often 57.5 µM), inactives show at the top dose activity change, negative = inhibition, actives largely listed as inhibitors;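 further: plate controls were vehicle for no effect and reference inhibitor for full effect; nearly all actives have a fitted effect of over 55% in size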
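Purified P. pyralis luciferase (10nM final) with 10uM D-luciferin and 10uM ATP (Km levels) in 50mM Tris acetate pH 7.5, 10mM Mg acetate, 0.01% Tween-20, 0.05% BSA; qHTS 6-point titration, ~60 µM downward; luminescence read.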
Rab9 promoter act: Rab9 promoter activation | Potency, µM (highest dose often 9.22 µM), for the others: at the top dose activation, negative = inhibition, usual class: activators | AID 485297 | 2.8% of 320,000 active | Huh7 Rab9 promoter-luciferase reporter, luminescence, 24 h; further: % of control where 0% means no effect; nearly all actives have a fitted effect of over 60% in size
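Luminescence from Amplite-detected luciferase (10 minutes, ambient) reports Rab9 promoter activation. Before that, stable Rab9-luciferase Huh7 cells (1500/well, reduced-serum OP-MEM I plus 10% FBS) were exposed to compound for 24 hours at 37C.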
p53 reactivation: re-activators of mutant p53. AID 504706. H1299 p53-A138V BP100-luciferase reporter, luminescence, 24 h. 0.063% of 320,000 active. Potency, µM (series often up to 92.2 µM), inactives show top-dose activity change, positive = activation, most hits filed as activators; further: % of control where 0% means no effect; nearly all actives have a fitted effect of over 45% in size
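H1299 (p53-null), stable ts p53-A138V + BP100-Luc; 1000 cells/well, Opti-MEM/10% FBS; cpd 4 pt, 1:5; 24 h, 37 deg C, 5% CO2; detection reagent 10 min RT; luminescence.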
ELG1 genotox: inducers of genotoxicity in HEK293T ELG1-luciferase cells. 1.3% of 330,000 active. Potency, µM (top dose mostly 46 µM), without a hit: at the highest dose activity change, positive = activation, usual class: activators. HEK293T ELG1-luciferase reporter, luminescence, 16 h; further: % of control where 0% means no effect; nearly all actives have a fitted effect of over 60% in size
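ELG1-luciferase HEK293T cells, 2,000/well; compound pinned in; 16 hr, 37 °C, 5% CO2; ONE-Glo, 30 min RT; luminescence on CCD imager.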
uPA surface inh: blocks generation of uPA at the cell surface; cell surface uPA generation assay, qHTS; Potency, µM (doses to about 38.3 µM), inactives show at the highest dose activity change, negative = inhibition, most hits filed as inhibitors; 0.31% of 330,000 active; AID 540303; active means well fitted inhibition curve with a large enough effect; inconclusive means small, poorly fitted or top-dose-only effect; inactive means no such curve, though single readings can be large or run the other way; tested in mouse RAW 264.7 cells; further: on the % scale 0 is the no-effect control and ±100 the full control effect; nearly all actives have a fitted effect of over 55% in size
MBNL1-CUG inh: inhibitors of human MBNL1 binding to CUG repeat RNA; Q9NR56; 0.036% of 280,000 active; Potency, µM (series often up to 57.5 µM), for inactives: top-dose activity change, negative = inhibition, usual class: inhibitors; AID 2675; TR-FRET MBNL1-His/biotin-(CUG)12 binding, 665/545 ratio; active means well fitted inhibition curve with a large enough effect in the signal ratio, with a control signal flat, not every such curve was filed as active; inconclusive means small, poorly fitted or top-dose-only effect, or effect the other way, or a change in a side signal; inactive means no such curve, though single readings can be large or run the other way; the % refers to the signal ratio; further: on the % scale 0 is the no-effect control and ±100 the full control effect
Target sequence (Q9NR56 whole entry, looked up): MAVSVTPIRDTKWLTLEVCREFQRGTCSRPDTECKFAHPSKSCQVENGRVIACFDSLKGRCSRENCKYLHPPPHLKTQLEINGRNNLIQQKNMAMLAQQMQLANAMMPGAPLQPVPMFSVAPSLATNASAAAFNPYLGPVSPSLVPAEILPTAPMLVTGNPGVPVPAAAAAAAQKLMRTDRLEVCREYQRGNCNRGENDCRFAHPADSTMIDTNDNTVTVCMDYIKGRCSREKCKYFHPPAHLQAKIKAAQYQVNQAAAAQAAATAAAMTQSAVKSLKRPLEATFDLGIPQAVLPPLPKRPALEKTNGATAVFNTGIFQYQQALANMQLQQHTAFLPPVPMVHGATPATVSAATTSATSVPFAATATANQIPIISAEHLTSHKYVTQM
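TR-FRET between His-tagged MBNL1 and biotin-(CUG)12 RNA, detected with Tb anti-His antibody (0.055 ng/ul) and streptavidin-XL665 (5 nM), 60 min at room temperature. Compounds titrated 92 nM to 58 uM; 665/545 nm ratio normalized to buffer and complex controls.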
VP16 counter: Gal4-VP16 reporter inhibition counter-screen | Drosophila S2 Gal4-VP16 UAS-luciferase, luminescence, 20 h | Potency, µM (titrated, usually from 53.6 µM), without a hit: top-dose activity, negative = inhibition, most hits filed as inhibitors | 3.5% of 310,000 active;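 further: Gal4-VP16 expression switched on by copper sulfate through the metallothionein promoter; on the % scale 0 is the no-effect control and ±100 the full control effect; nearly all actives have a fitted effect of over 50% in size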
RORg inh: blocks mouse ROR gamma transcriptional activity. P51450. Drosophila S2 Gal4-RORgamma UAS-luciferase reporter, 20 h. Potency, µM (series often up to 53.6 µM), for the others: at the highest dose activity change, negative = inhibition, hits mostly inhibitors. 5.4% of 310,000 active. AID 2551; further: on the % scale 0 is the no-effect control and ±100 the full control effect; nearly all actives have a fitted effect of over 60% in size
Target sequence (P51450 whole entry, looked up, the tested form may be a part): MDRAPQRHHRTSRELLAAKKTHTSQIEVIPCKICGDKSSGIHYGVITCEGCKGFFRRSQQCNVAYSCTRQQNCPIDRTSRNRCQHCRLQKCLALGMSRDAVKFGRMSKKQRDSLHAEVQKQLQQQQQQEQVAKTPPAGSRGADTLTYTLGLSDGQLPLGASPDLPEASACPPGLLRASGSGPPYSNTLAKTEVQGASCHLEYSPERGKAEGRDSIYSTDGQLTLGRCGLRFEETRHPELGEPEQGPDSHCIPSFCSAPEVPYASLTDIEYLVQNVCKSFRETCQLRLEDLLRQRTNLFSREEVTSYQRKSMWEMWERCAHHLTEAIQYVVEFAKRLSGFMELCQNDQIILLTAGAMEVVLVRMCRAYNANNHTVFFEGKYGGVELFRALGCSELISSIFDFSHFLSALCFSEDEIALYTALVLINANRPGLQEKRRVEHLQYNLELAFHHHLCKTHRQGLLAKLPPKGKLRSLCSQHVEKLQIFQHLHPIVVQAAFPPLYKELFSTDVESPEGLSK
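Drosophila S2 cells stably expressing Gal4-DBD/mouse RORγ fusion under metallothionein promoter plus UAS-luciferase; compound 1 h, then 700 uM CuSO4 induction for 20 h at ambient temperature; inhibition read as reduced luminescence.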
NPC1 promoter act: activates the NPC1 promoter | Huh7 NPC1 promoter luciferase reporter, 24 h | 2.4% of 320,000 active | Potency, µM (highest dose often 9.22 µM), without a hit: top-dose activation, most hits filed as activators;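 further: % of control where 0% means no effect; nearly all actives have a fitted effect of over 60% in size; reporter is driven by a mutant NPC1 promoter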
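Huh7 cells stably carrying NPC1 promoter–luciferase, plated in Opti-MEM with 10% FBS for 2 h, were exposed to compound in DMSO for 24 h at 37 °C; luciferase reagent was added for 10 min and luminescence read.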
BRCA1 expr up: increases BRCA1 expression. MCF7-BRCA1-FFLuc reporter, luminescence, 48 h; response scale: scaled: vehicle 0%, 10 µM genistein 100%. Potency, µM (highest dose often 46.1 µM), for the others: top-dose activation, hits mostly activators. 1.1% of 380,000 active. AID 624202; further: nearly all actives have a fitted effect of over 80% in size; some results filed as inactive show a strong effect at the top dose
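Compounds are tested at multiple concentrations on MCF7 BRCA1-luciferase reporter cells seeded at 2000 per well; after 48 h, a single luminescence end-point is taken and curves fitted to the normalized data.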
MLL CXXC-DNA inh: blocks binding of human MLL CXXC domain to DNA | AID 2662 | MLL-CXXC / FITC-HOXA9 DNA fluorescence polarization | 0.037% of 290,000 active | Potency, µM (doses to about 115 µM), inactives show at the top dose activity change, negative = inhibition, usual class: inhibitors | Q03164; active means well fitted inhibition curve with a large enough effect in the polarisation, with a control signal flat, not every such curve was filed as active; inconclusive means small, poorly fitted or top-dose-only effect, or effect the other way, or a change in a side signal; inactive means no such curve, though single readings can be large or run the other way; the % refers to the polarisation
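Purified MLL-CXXC (added from a 7 uM solution) was preincubated 5 min at ambient with pinned compounds in 50 mM Tris-HCl pH 7.5, 50 mM NaCl, 1 mM DTT, 0.05% BSA. Fluorescein-labeled HOX-A9 DNA (50 nM solution) followed, 30 min, then polarization read.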
Numbers without * were called inactive; ? = inconclusive; · = no result given; & = joins results of further samples; [ ] = remark or other dose. Unless noted, the call rests on the fitted dose curve; in most records, active means well fitted curve in the direction sought with a large enough effect; inconclusive means small, poorly fitted or top-dose-only effect, or another doubt; inactive means no such curve, though single readings can be large; an effect the other way counts as inactive or inconclusive. Potency means the concentration at half of the fitted maximal effect. These rows are one share of the data; count on the stated rates, not on these rows.

Compound | BRCA1 expr up | ELG1 genotox | VP16 counter | Rab9 promoter act | MLL CXXC-DNA inh | FLuc modulator | RORg inh | MBNL1-CUG inh | p53 reactivation | NPC1 promoter act | uPA surface inh
O=C(CSc1cccc2cccnc12)N/N=C/c1cccnc1 | -36% | 7% | 20µM* | -2% | 5% | 6% | 7.1µM* | ? | -1% | -5% | -12%
CCOC(=O)c1nn(-c2ccc(F)cc2)cc1O | ? | ? | 2% | ? | 2% | ? | 20% | 7% | ? | ? | -1%
COc1ccc(-n2c(N)c(C(=O)NCc3ccco3)c3nc4ccccc4nc32)cc1OC | 0% | 10% | -9% | 2% | 1% | -3% | 7% | ? | -14% | -5% | -5%
CC(=O)Nc1ccc(-n2c(C)c(C(C)=O)c(C(C)=O)c2C)cc1 | -8% | -1% | 0% | 3% | -8% | -1% | -19% | -16% | -3% | 1% | 0%
COc1ccccc1N(CCC#N)C(=O)CSc1ccc2c(c1)OCCO2 | -7% | -6% | -7% | -5% | 2% | 1% | 0% | -5% | -1% | 1% | 4%
CCc1noc(C)c1C(=O)NNC(=O)c1ccc(F)cc1 | 24% | 2% | · | -2% | · | 7% | · | · | -2% | 0% | 2%
CCN(CCNc1ccc(Cl)cc1[N+](=O)[O-])C(=O)c1cc([N+](=O)[O-])c(N(C)C)cc1OC | -26% | -2% | 0%[0.365 µM] | -6% | 11% | 2% | 7% | ? | -13% | -2% | ·
COc1ccc(NC(=O)N2CCCC(c3ccccc3)C2)cc1 (stereo not given) | 36% | -1% | -4% | -2% | 12% | ? | 0% | -9% | 8% | 6% | 3%
Cc1ccc(C)c(N(CC(N)=O)S(C)(=O)=O)c1 | -19% | -1% | 0% | -5% | 4% | 4% | -32% | -1% | -13% | -1% | 0%
CCOc1cc(NC(=S)NCCCN2CCOCC2)c(OCC)cc1NC(=O)CC(C)C | 4% | 1% | -10% | 6% | 12% | 0% | -28% | -15% | 1% | 8% | ·
O=C(CCCc1ccccc1)NCCS(=O)(=O)N1CCN(c2ccccc2F)CC1 | 56% | 3% | · | 19% | · | ? | · | · | 21% | 20% | 12%
CCNC(=S)NNC(=O)c1ccc2ncccc2c1 | 15% | 1% | ? | 2% | -3% | -6% | ? | -2% | -2% | 0% | 1%
COc1cc(O)c(C(CC(=O)N2CCCC(C)C2)c2cc(OC)c(OC)c(OC)c2)c(OC)c1 (stereo not given) | -11% | 0% | 5%&8% | -5% | 1% | 1% | -16%&0% | -12% | -2% | -3% | 7%
CC(/C=N/NC(=O)c1cccs1)=C\c1ccco1 | ? | 9.2µM* | ? | 1.4µM* | 8% | 6µM* | -43% | 19% | -2% | 3.2µM* | 0%
COc1cccc(-n2cnc3c(sc4nc(N5CCOCC5)c5c(c43)CCCC5)c2=O)c1 | -23% | -1% | 4% | -10% | 6% | 1% | 16% | · | 3% | -14% | 2%
Cc1ccccc1C(=O)NC(=S)Nc1sc2c(c1C#N)CCC(C)C2 (stereo not given) | 7% | 1% | ? | 26% | -6% | ? | 7.9µM* | -1% | 6% | -23% | 0%
CC(=O)N(C)c1ccc(N=NC2C(=O)N(C(N)=S)N=C2C)cc1 (stereo not given) | 4µM* | ? | 2µM* | -52%[inhibitor] | -2% | 3µM* | 1µM* | ? | · | 0.5µM* | ?
c1ccc(Oc2cc(-n3cccn3)ncn2)cc1 | ? | 8.2µM* | -1% | 3.2µM* | -8% | 12µM* | 7% | -4% | ? | ? | -3%
COc1ccc(NC(=O)CC2C(=O)N(c3ccc(Cl)cc3)C(=S)N2NC(=O)c2cccc(F)c2)cc1 (stereo not given) | -23% | 5% | 18µM* | -5% | 0% | 3% | 10µM* | · | 7% | -1% | 0%
O=C(Nc1ccc(S(=O)(=O)Nc2ccccn2)cc1)c1ccccc1 | 1% | 7% | -9% | -1% | 23% | 1% | -9% | ? | 8% | -5% | 3%
O=C(CSC1=NS(=O)(=O)c2cc(F)ccc2N1)Nc1ccc(F)cc1 | -4% | 4% | · | -7% | · | -20% | · | · | 0% | 0% | 3%
Cc1ccc(NC(=O)CCN2C(=O)c3ccccc3C2=O)cc1 | 42% | 3% | · | -2% | 5% | 0% | · | 7% | · | -7% | 1%
CCN(CC(=O)Nc1c(F)cccc1F)C(=O)CNC(=O)COc1ccccc1 | 7% | 1% | · | 3% | · | -1% | · | · | 4% | -7% | 13%
CC(=O)c1ccc(NC(=S)NCC(c2ccco2)N2CCCC2)cc1 (stereo not given) | 0% | 5% | -7% | -28% | 6% | -3% | -23% | 6% | 2% | -7% | 8%
O=C(O)c1ccccc1-c1ccccc1C(=O)Nc1cccc(-c2nc3ccccc3o2)c1 | 33% | 6% | -3% | -4% | 8% | 8.5µM* | 18% | 6% | -1% | 0% | -6%
CC(C)(C)n1nc2c(c1NC(=O)c1ccc([N+](=O)[O-])cc1)CS(=O)(=O)C2 | 10% | 1% | ? | 0% | 0% | 1% | 0% | ? | 11% | 1% | -2%
CC(C)n1cnc2c(N(C)c3ccccc3)nc(N(CCN(C)C)Cc3ccccc3)nc21 | 0% | -7% | ? | -12% | 3% | 1% | -41% | 7% | -13% | -2% | ?
COCCn1c(SCC(=O)Nc2ccc(F)cc2)nc2c([nH]c3ccccc32)c1=O | -52% | ? | 0% | -1% | 6% | 0% | -27% | 1% | ? | 2% | 4%
COc1cccc(N=Nc2c(N)[nH][nH]c2=O)c1 | ? | ? | ? | 28% | -16% | 15µM* | -22% | ? | ? | 25% | -5%
O=C1CC(c2ccc(Cl)c([N+](=O)[O-])c2)c2ccc3ccccc3c2N1 (stereo not given) | -64% | 1% | -3% | -1% | ? | -2% | ? | -6% | -17% | 0% | -3%

Whole records from above. Values in the order: BRCA1 expr up, ELG1 genotox, VP16 counter, Rab9 promoter act, MLL CXXC-DNA inh, FLuc modulator, RORg inh, MBNL1-CUG inh, p53 reactivation, NPC1 promoter act, uPA surface inh
c1ccc(Oc2cc(-n3cccn3)ncn2)cc1 reads ?, 8.2µM*, -1%, 3.2µM*, -8%, 12µM*, 7%, -4%, ?, ?, -3%
CCOc1cc(NC(=S)NCCCN2CCOCC2)c(OCC)cc1NC(=O)CC(C)C reads 4%, 1%, -10%, 6%, 12%, 0%, -28%, -15%, 1%, 8%, ·

Going on with the list.
Compound | BRCA1 expr up | ELG1 genotox | VP16 counter | Rab9 promoter act | MLL CXXC-DNA inh | FLuc modulator | RORg inh | MBNL1-CUG inh | p53 reactivation | NPC1 promoter act | uPA surface inh
COC(=O)c1ccc(N=Cc2c(C(F)(F)F)[nH][nH]c2=O)cc1 | 5% | 26% | -18% | -4% | 7% | 4% | 22% | -2% | 9% | 0% | 9%
Cn1c(=O)c(C(=O)Nc2ccccc2S(N)(=O)=O)c(O)c2ccccc21 | 67% | 12% | -15% | ? | -10% | ? | 28% | · | 9% | ? | 2%
O=C(NCc1cccnc1)c1cnc2n(c1=O)CCS2 | 9% | 0% | -9% | -1% | 2% | -4% | -8% | ? | -16% | -6% | ·
CCCCCCn1c(=O)[nH]c2c(c1=O)CCC2 | 7% | 5% | -6% | -3% | -10% | -4% | 17% | -10% | 1% | 2% | 2%
COC(=O)c1cc(S(=O)(=O)NCCN2CCN(c3ccccc3F)CC2)c[nH]1 | -8% | 0%[9.26 µM] | 4% | 0% | 8% | -3% | -4% | 1% | -2% | -1% | 3%
Cc1cccc(NC(=O)CCC2CCN(C(=O)c3ccc(C)s3)CC2)c1 | -33% | -1% | 0% | -5% | 24% | 2% | 4% | 1% | -1% | -18% | -5%
COc1ccc(NC(=S)c2ccccc2)cc1 | 7.9µM* | ? | 2% | ? | -2% | 11µM* | -44% | 3% | ? | ? | -3%
COc1cccc(N(CC(=O)N2CCCC2)S(C)(=O)=O)c1 | -8% | 1% | -17% | 0% | 4% | 6% | -1% | 2% | · | -1% | 0%
O=C1c2ccccc2CC1Sc1nnc(-c2ccncc2)o1 (stereo not given) | 34% | -3% | ? | 13% | -1% | -4% | 0% | 0% | 26% | 11% | 9%
Cn1c(SCC(=O)NC2CCCC2)nnc1-c1ccc(S(=O)(=O)N2CCOCC2)cc1 | -6% | 0% | 2% | -3% | -5% | -1% | -13% | -2% | 4% | 1% | 2%
COc1cc2[nH]c(=O)n(CCC(=O)N3CCC(N4CCCCC4)CC3)c(=O)c2cc1OC | 9% | -1% | 12% | 4% | 1% | 8% | 1% | -6% | -12% | -2% | 2%
CCn1c(/C=C/c2cccc([N+](=O)[O-])c2)nc2ccccc2c1=O | -25% | 0% | 0% | 3% | -14% | 0% | 14% | 5% | -3% | -5% | -2%
